Glioma ERSR ind = ER stress response induction in glioma | U87-MG GRP78 promoter luciferase reporter, 16 h | Potency, µM, for inactives: at the top dose activation, actives largely listed as activators | 420,000 compounds, 0.02% hits; further: potency means the concentration at half of the fitted maximal effect; series mostly up to about 76 µM; % of control where 0% means no effect; nearly all actives have a fitted effect of over 35% in size
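Stably transfected U87-MG human glioma cells carrying a GRP78-based luminescent sensor were seeded at 1000 cells/well, pin-dosed with compounds and incubated 16 h. Luciferase reagent was then added, and end-point luminescence was read after 10 min at room temperature.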
Vif-A3G inh = blocks the Vif interaction with human APOBEC3G. HeLa A3G-eYFP + Vif (tagged APOBEC3G with the HIV-1 protein that degrades it), YFP fluorescence, overnight. Potency, µM (series often up to 46.1 µM), inactives show at the top dose activity, negative = active, most hits filed as inhibitors. 410,000 compounds, 0.076% hits. AID 602310;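 further: potency means the concentration at half of the fitted maximal effect; on the % scale 0 is the no-effect control and ±100 the full control effect; nearly all actives have a fitted effect of over 60% in size; hits raise eYFP signal because A3G escapes Vif-driven loss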
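Read-out is eYFP fluorescence (Ex 488/Em 500-530) from Vif-expressing HeLa A3G-eYFP cells; more signal means A3G escaped Vif-mediated degradation. Cells plated overnight, compound pinned in, incubated overnight at 37 deg C.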
IDH1 R132H inh = inhibitors of human mutant IDH1 R132H. IDH1-R132H enzyme, NADPH consumption, diaphorase/resazurin fluorescence. 390,000 compounds, 0.093% hits. AID 602179. O75874. Potency, µM (titrated, usually from 76.6 µM), without a hit: at the highest dose activity change, negative = inhibition, usual class: inhibitors; further: potency means the concentration at half of the fitted maximal effect; on the % scale 0 is the no-effect control and ±100 the full control effect; nearly all actives have a fitted effect of over 65% in size
Target sequence (O75874 whole entry R132H, stated change not applied): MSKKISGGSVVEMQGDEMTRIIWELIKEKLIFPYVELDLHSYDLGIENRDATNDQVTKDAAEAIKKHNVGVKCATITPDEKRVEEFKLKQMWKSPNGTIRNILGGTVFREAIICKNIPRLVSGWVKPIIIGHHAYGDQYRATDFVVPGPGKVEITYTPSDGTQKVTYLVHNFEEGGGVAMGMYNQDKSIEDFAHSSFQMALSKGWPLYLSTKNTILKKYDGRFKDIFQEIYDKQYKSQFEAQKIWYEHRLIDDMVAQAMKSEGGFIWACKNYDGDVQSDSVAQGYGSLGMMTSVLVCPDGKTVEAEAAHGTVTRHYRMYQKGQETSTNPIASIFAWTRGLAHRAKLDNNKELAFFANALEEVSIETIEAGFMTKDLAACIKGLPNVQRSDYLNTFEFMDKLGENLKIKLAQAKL
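IDH1-R132H (0.5 ug/mL dispensed) in pH 7.5 Tris buffer was preincubated 30 min with compound, then given a substrate mix of 0.016 mM NADPH and 2 mM alpha-KG for 80 min at room temperature; remaining NADPH was read by diaphorase/resazurin fluorescence.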
Vif-APOBEC3F blk = inhibitors of Vif-A3F interaction; HeLa A3F-eYFP + Vif (tagged APOBEC3F with the HIV-1 protein that degrades it), YFP fluorescence increase; Potency, µM (top dose mostly 46.1 µM), inactives show at the highest dose activity, negative = active; 390,000 compounds, 0.2% hits; further: potency means the concentration at half of the fitted maximal effect; % of control where 0% means no effect; nearly all actives have a fitted effect of over 65% in size
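Fluorescence increase (Ex 488/Em 500-530) after overnight compound treatment at 37 deg C flags inhibition of Vif-driven A3F-eYFP loss in stable HeLa A3F-eYFP/Vif cells seeded overnight beforehand.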
LDHA block = inhibitors of human lactate dehydrogenase A; P00338; purified LDHA, NADH/diaphorase-resazurin fluorescence; active compounds read low; 480,000 compounds, 0.15% hits; activity change, % (values are at about 110 or 230 µM); in the data active means activity change below about -30%; inconclusive means mostly about -25% to -30%;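 further: plate controls were DMSO wells for no effect and wells without enzyme for full effect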
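LDH5 2 nM; NADH 0.06 mM, pyruvate 0.2 mM; 200 mM Tris pH 7.4, EDTA, Tween-20; 5 min RT. Detection: diaphorase 0.133 mg/mL + resazurin 37 µM, fluorescence ex540/em590 at 0 and 20 min; normalized to enzyme-free and DMSO wells.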
RXFP1 agonist = RXFP1 (human) receptor agonism | 370,000 compounds, 0.3% hits | Potency, µM (doses to about 57.5 µM), inactives show at the top dose activation, usual class: activators | AID 2676 | Q9HBX9 | HEK293T-RXFP1 cAMP TR-FRET, 30 min; response scale: percent of porcine relaxin response, buffer zero; further: potency means the concentration at half of the fitted maximal effect; on the % scale 0 is the no-effect control and ±100 the full control effect; nearly all actives have a fitted effect of over 60% in size; many of its hits are not listed in these tables
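HEK293 cells stably expressing RXFP1, treated 30 min at 37C with compounds plus PDE4 inhibitor Ro 20174; cAMP measured by HTRF TR-FRET. Normalized to buffer and 29 nM porcine relaxin; EC50 by Hill fit.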
TrxR1 substrate = is turned over as a substrate by rat TrxR1; O89049; purified TrxR1 substrate turnover, NADPH consumption readout; Potency, µM (doses to about 114 µM), inactives show at the top dose activity change, negative = substrate turnover; 390,000 compounds, 0.01% hits; AID 588456; further: potency means the concentration at half of the fitted maximal effect; on the % scale 0 is the no-effect control and ±100 the full control effect; nearly all actives have a fitted effect of over 50% in size
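Rat TrxR1, dispensed at 90 nM, was prereduced with 400 uM NADPH (final) for 5 min at ~22 deg C, then incubated with compound 15 min before 400 uM selenite. A first-read NADPH fluorescence drop versus no-compound background flagged substrates.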
USP1-UAF1 inh = blocks the human USP1/UAF1 deubiquitinase complex. O94782. Potency, µM (top dose mostly 57.1 µM), for the others: at the top dose activity change, negative = inhibition, most hits filed as inhibitors. recombinant USP1/UAF1, Ub-Rhodamine cleavage fluorescence. 390,000 compounds, 0.23% hits; further: potency means the concentration at half of the fitted maximal effect; on the % scale 0 is the no-effect control and ±100 the full control effect; nearly all actives have a fitted effect of over 60% in size; inactives centre near -12
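High-throughput fluorogenic screen: 1nM USP1/UAF1 complex, Ub-Rho substrate 150nM final, 50mM HEPES pH 7.8 with 0.5mM EDTA, 0.1 mg/ml BSA, 1mM TCEP and 0.01% Tween-20.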
PI4K2A block = inhibitors of human PI4K2A. Q9BTU6. AID 1346378. purified PI4K2A, ADP-Glo luminescence, 1 h; active compounds read low. 420,000 compounds, 0.13% hits. activity change, negative = inhibition, % at 76.9 µM; in the data active means activity change below about -50%; inconclusive means mostly about -30% to -49%;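 further: -100% = wells without enzyme as full effect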
Target sequence (Q9BTU6 whole entry, looked up): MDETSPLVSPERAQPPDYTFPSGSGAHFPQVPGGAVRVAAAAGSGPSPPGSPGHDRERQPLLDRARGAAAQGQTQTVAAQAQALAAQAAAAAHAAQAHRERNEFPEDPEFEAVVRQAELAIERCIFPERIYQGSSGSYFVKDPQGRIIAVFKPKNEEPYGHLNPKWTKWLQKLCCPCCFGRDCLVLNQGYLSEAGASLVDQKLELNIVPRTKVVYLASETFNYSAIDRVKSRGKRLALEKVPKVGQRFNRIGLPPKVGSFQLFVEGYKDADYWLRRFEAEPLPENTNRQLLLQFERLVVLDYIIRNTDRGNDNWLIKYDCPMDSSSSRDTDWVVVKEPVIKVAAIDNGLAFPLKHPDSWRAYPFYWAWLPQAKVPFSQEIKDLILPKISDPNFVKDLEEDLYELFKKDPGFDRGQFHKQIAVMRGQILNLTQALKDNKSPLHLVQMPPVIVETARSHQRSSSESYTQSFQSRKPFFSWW
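ADP-Glo luminescence measured ADP generated by PI4K2A enzyme (4 ug/mL before mixing) with 1.2 mM PI substrate (pre-mix) and 300 microM ATP (pre-mix). Tris pH7.5 buffer with MgCl2, Triton X-100; 1 h reaction at ambient temperature.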
Numbers without * were called inactive; ? = inconclusive; · = not tested or not shown; & = joins results of further samples; [ ] = another dose, or the depositor's remark. Unless noted, the call rests on the fitted dose curve; in most records, active means well fitted curve in the direction sought with a large enough effect; inconclusive means small, poorly fitted or top-dose-only effect, or another doubt; inactive means no such curve, though single readings can be large; an effect the other way counts as inactive or inconclusive.

1: CC(C)C#Cc1cnc2c(c1)C(=O)N([C@@H](C)CO)C[C@@H](C)[C@H](CN(C)Cc1cccc(F)c1)O2
2: CC(=O)OCC1=C(C(=O)O)N2C(=O)[C@@H](NC(=O)Cc3ccccc3)[C@H]2SC1
3: O=c1ccc(S(=O)(=O)N2CCC(Cc3ccccc3)CC2)c[nH]1
4: Cc1cc([N+](=O)[O-])ccc1NC(=S)NC(=O)C(c1ccccc1)c1ccccc1
5: COc1ccc(CC(=O)OCC(=O)N(CC(C)C)c2c(N)n(Cc3ccccc3)c(=O)[nH]c2=O)cc1
6: CCCOc1ccc(C2C(=O)N(C3CCCCCC3)CC(=O)N2CCC)cc1OC (stereo not drawn)
7: O=C(O)CCCCCNC(=O)CSc1nnc(-c2ccco2)n1-c1ccccc1
8: O=C(NCc1ccco1)c1cc2n(n1)C(C(F)(F)F)CC(c1ccc(Br)cc1)N2 (stereo not drawn)

compound no.	1	2	3	4	5	6	7	8
Glioma ERSR ind	6%	1%	-5%	-4%	-1%	0%	-5%	-5%
Vif-A3G inh	0%	0%	-2%	-5%	-25%	-7%	-1%	-18%
IDH1 R132H inh	0%	7%	5%	0%	0%	-10%	3%	0%
Vif-APOBEC3F blk	-15%	-8%	-7%	-14%	0%	-3%	3%	-12%
LDHA block	-10	1	3	-5	2	-2	-5	-2
RXFP1 agonist	·	·	0.0%	3.2%	1.9%	2.0%	0.1%	1.5%
TrxR1 substrate	·	5%[57.1 µM]	-2%	9%[57.1 µM]	-1%	-8%[57.1 µM]	5%	7%
USP1-UAF1 inh	-21%	-3%	-5%	-18%	-7%	13%	-11%	-15%
PI4K2A block	-3	-6	3	4	0	-2	-3	-3

9: CC(Sc1nnc(Cc2cccs2)n1C1CCCCC1)C(=O)NCc1ccco1 (stereo not drawn)
10: O=C(O)C(O)c1ccccc1 (stereo not drawn)
11: CCOC(=O)C1CCCN(CCC(=O)Nc2ccc3c(c2)CCC3)C1 (stereo not drawn)
12: CCN(Cc1ccccc1)C(=O)C1CCC(CNc2c(N3CCOCC3)c(=O)c2=O)CC1 (stereo not drawn)
13: Cc1ccc(NC(=O)CCC(=O)c2ccccc2)cc1
14: Cc1csc(NS(=O)(=O)c2ccc(Cl)cc2)n1
15: O=C(Nc1ccc2c(c1)OCO2)c1cccc(S(=O)(=O)N2CCCC2)c1
16: CN(C)c1ccc(C(CC(=O)O)NC(=O)c2ccc(Cl)cc2)cc1 (stereo not drawn)

compound no.	9	10	11	12	13	14	15	16
Glioma ERSR ind	4%	0%&2%&-6%&-4%&-4%	1%	2%	0%	1%	-3%	-3%
Vif-A3G inh	1%	-2%&-4%	-4%	-4%	1%	-5%	-1%	2%
IDH1 R132H inh	12%	0%&-14%	5%	10%	-1%	-3%	-1%	4%
Vif-APOBEC3F blk	0%	-4%&-5%	1%	-1%	1%	-5%	5%	-13%
LDHA block	1	-10&-11	-1	-1	0	-1	-2	-2
RXFP1 agonist	0.1%	0.0%&2.6%	1.5%	-0.8%	·	5.0%	0.1%	-1.0%
TrxR1 substrate	1%	4%&-1%	8%	5%	2%	2%	-7%	13%[57.1 µM]
USP1-UAF1 inh	-20%	-8%&-5%	?	-15%	-7%	-16%	2%	-14%
PI4K2A block	0	7&0	-3	-1	2	0	-3	3

17: N#Cc1c(NC(=O)c2ccc(-c3ccccc3[N+](=O)[O-])o2)sc2c1CCCC2
18: O=C(O)C1CCCN1S(=O)(=O)c1ccc2ccccc2c1 (stereo not drawn)
19: Cc1cc(NC(=O)CSCC(=O)OCC(=O)Nc2ccc(OC(F)F)cc2)no1
20: Cc1ccc(N(C)C(=O)CN(C)S(=O)(=O)c2ccc3c(c2)n(C)c(=O)c(=O)n3C)cc1
21: Cc1cc(OC(=O)c2cc(Cl)ccc2Cl)c([N+](=O)[O-])c(=O)[nH]1
22: CCn1c(=O)cc(SCC(=O)N2CCN(c3ccccc3F)CC2)c2ccccc21
23: Cc1ccc(Cn2ccc(NC(=O)c3cc(-c4ccc(Cl)c(Cl)c4)on3)n2)cc1
24: Cc1ccc(C=Nc2ccccc2C(=O)Nc2ccccc2)cc1

compound no.	17	18	19	20	21	22	23	24
Glioma ERSR ind	-1%	-8%	-1%	-5%	-2%	-2%&-3%	-3%	1%
Vif-A3G inh	0%	2%	0%	2%	-1%	-1%&-11%	2%	-1%
IDH1 R132H inh	6%	14%	2%	11%	7%	-11%&5%	-3%	-8%
Vif-APOBEC3F blk	·	-14%	1%	-3%	2%	2%&-7%	2%	-14%
LDHA block	3	-6	-5	-6	-7	-4&-9	-5	-4
RXFP1 agonist	12%	2.4%	1.3%	-1.3%	0.1%	2.3%&4.5%	18%	2.3%
TrxR1 substrate	-6%	-3%	0%	3%	0%	8%&7%	-4%	39%[activator]
USP1-UAF1 inh	-2%	-6%	-21%	-24%	-23%	-19%&-16%	-12%	-6%
PI4K2A block	2	3	1	-1	-4	1&-1	3	4

25: Nc1c([N+](=O)[O-])cc(-c2cnc[nH]2)cc1[N+](=O)[O-]
26: CC1CCN(c2ccc(-c3ccc(NC(=O)c4ccco4)cc3)nn2)CC1
27: COc1ccc(NC(=O)CN(C)S(=O)(=O)c2ccc3nc(C)sc3c2)cc1Cl
28: CC(OC(=O)c1cc(=O)[nH]c2ccccc12)C(=O)Nc1ccccc1F (stereo not drawn)
29: OCC1OC(n2ccc3c(SCc4ccccc4)ncnc32)C(O)C1O (stereo not drawn)
30: CC(=O)c1cccc(NC(=S)NNC(=O)c2ccco2)c1
31: CC1(C)CC(=O)C(C(C#Cc2ccccc2)C2=C(O)CC(C)(C)CC2=O)=C(O)C1
32: CCc1ccc2[nH]c(=O)c(-c3ccccc3)c(O)c2c1

compound no.	25	26	27	28	29	30	31	32
Glioma ERSR ind	-1%	0%	·	-5%	0%	-1%	9%	-5%
Vif-A3G inh	-1%	0%	·	-2%	-1%	3%	-5%	-13%
IDH1 R132H inh	0%	12%	·	-4%	6%	-6%	2%	-6%
Vif-APOBEC3F blk	-2%	4%	·	-3%	-10%	-7%	-1%	-4%
LDHA block	1	-13	-10	-4	-19	3	10	-9
RXFP1 agonist	-2.7%	-1.7%	0.5%	0.6%	·	2.4%	0.9%	1.4%
TrxR1 substrate	-6%	-3%	-1%	-3%	8%[11.4 µM]	-3%	-1%[57.1 µM]	-2%
USP1-UAF1 inh	0%	-13%	?	-5%	-13%	-11%	-2%	-22%
PI4K2A block	3	0	5	2	4	-1	15	-1

A few values from the results shown.
compound 30 – IDH1 R132H inh: -6%
compound 31 – RXFP1 agonist: 0.9%

Further records.
33: O=C(CC1SC(N2CCOCC2)=NC1=O)Nc1ccc(F)cc1 (stereo not drawn)
34: CCC(=O)NNc1ccc(Br)cc1
35: COC(=O)Nc1nncs1
36: COc1ccc(C(=O)NCC(=O)N/N=C/C=C/c2ccccc2)cc1OC
37: C/C(=N/NS(=O)(=O)c1ccc(C)cc1)c1cccc(NC(=O)c2cccc(Cl)c2)c1
38: Cc1ccc2[nH]c3c(=O)n(CC(=O)NCCCN4CCN(c5ccc(F)cc5)CC4)ncc3c2c1
39: COC(=O)c1ccc2c(=O)n(CCN3CCOCC3)c(SCC(=O)Nc3ccccc3OC)nc2c1
40: O=S(=O)(Nc1nc2n(n1)C(c1ccc(F)cc1)C=C(c1ccccc1)N2)c1ccccc1 (stereo not drawn)

compound no.	33	34	35	36	37	38	39	40
Glioma ERSR ind	1%	-3%	-3%	-3%	-4%	-7%&-4%	-5%	-3%
Vif-A3G inh	-12%	-11%	1%	-6%	-1%	-2%&-1%	1%	?
IDH1 R132H inh	11%	-1%	-7%	7%	5%	-12%&-15%	11%	-19%
Vif-APOBEC3F blk	8%	-6%	11%	13%	1%	-5%&3%	1%	?
LDHA block	-6	-3	-7	-2	-2	-8&-5	0	-6
RXFP1 agonist	·	0.0%	1.3%	-3.8%	-0.4%	-0.1%&1.3%	·	0.1%
TrxR1 substrate	-3%	5%	0%	3%	6%[57.1 µM]	7%&5%	·	-4%
USP1-UAF1 inh	4%	-9%	-2%	-22%	-17%	-29%&-24%	-23%	?
PI4K2A block	-2	-4	-7	2	7	13&8	-2	-1

Among those listed so far, 2 contain a thiophene ring, fused or not:
9: CC(Sc1nnc(Cc2cccs2)n1C1CCCCC1)C(=O)NCc1ccco1 (stereo not drawn)
17: N#Cc1c(NC(=O)c2ccc(-c3ccccc3[N+](=O)[O-])o2)sc2c1CCCC2

compound no.	9	17
Glioma ERSR ind	4%	-1%
Vif-A3G inh	1%	0%
IDH1 R132H inh	12%	6%
Vif-APOBEC3F blk	0%	·
LDHA block	1	3
RXFP1 agonist	0.1%	12%
TrxR1 substrate	1%	-6%
USP1-UAF1 inh	-20%	-2%
PI4K2A block	0	2

Only part of the results is shown; rates above refer to the full screens.
